# Screening data from PubChem BioAssay.
# hcDAF-12 act: H. contortus DAF-12 nuclear receptor activators, primary screen, cell-based, luminescence, HEK293, lit1-tk-luc reporter. HEK293 hcDAF-12 lit1-tk-luc reporter; 0% DMSO, 100% Δ7-dafachronic acid. activation, % at 6.8 µM. actives 1.4% (n = 370,000);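 active means activation above the mean of all tested compounds plus 3 SD, cut at about 5.5% in these data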;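 further: 100% = response to 3 µM Δ7-dafachronic acid high control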
# ADAM10 inh: human ADAM10 inhibitors, primary screen, biochemical, QFRET, HTS; inhibition, % at 7 µM; recombinant ADAM10, EDANS/DABCYL FRET peptide cleavage, 3 h; actives 0.62% (n = 370,000);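 active means inhibition above a per-campaign cutoff equal to the mean of compounds falling between control-based bounds plus 3 SD, cut at about 20% in these data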;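 further: 0% = DMSO wells while the 100% control is not disclosed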
# SMARCA2 act: SMARCA2 (BRM) function activators, primary screen, cell-based, luminescence, high throughput | MG213 cells, MMTV-luciferase reporter, dexamethasone, overnight | activation, % at 9.1 µM | actives 1% (n = 370,000); in the data active means activation above about 7.8%;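 further: 0% = vehicle wells and 100% = reference activator wells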
# DAX1 inh-1: DAX1 (NR0B1) inhibitors, primary screen, cell-based, HEK293, Gal4-DAX1, luciferase luminescence | Nuclear receptor subfamily 0 group B member 1 (Homo sapiens), P51843 | HEK293 Gal4-DAX1 luciferase reporter | inhibition, % at 6.75 µM | actives 0.99% (n = 340,000) | AID 504766, 2011;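 active means inhibition above the mean over all tested compounds plus 3 SD, cut at about 4.2% in these data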;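 further: 0% = DAX1-transfected cells with DMSO and 100% = empty-vector control cells with DMSO; inhibition shows as a rise in luminescence from relieved DAX1 repression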
# HGIII-sPLA2 inh: human group III sPLA2 inhibitors, primary screen, biochemical, QFRET, BODIPY PC-A2 liposome substrate. Group 3 secretory phospholipase A2 (Homo sapiens), Q9NZ20. QFRET BODIPY PC-A2 liposome hydrolysis, fluorescence. inhibition, % at 12.2 µM. actives 0.56% (n = 370,000);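 active means inhibition above mean plus 3 SD of compounds lying within the high and low control bounds, cut at about 19% in these data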;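 further: 0% = median of test compound wells and 100% = no enzyme DMSO wells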
# DAX1 inh-2: DAX1 (NR0B1) inhibitors on StAR promoter, primary screen, cell-based, luminescence, SF-1 (NR5A1), full-length DAX-1; HEK293T StAR-luciferase reporter, SF-1/DAX-1 repression relief; inhibition, % at 6.8 µM; actives 1.1% (n = 370,000); AID 652010, 2013;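 active means inhibition above the mean over all tested compounds plus 3 SD, cut at about 3.6% in these data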;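 further: 0% = DAX-1 cells with DMSO and 100% = cells lacking DAX-1 with DMSO; higher inhibition means more luminescence from relief of DAX-1 repression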
# GC-A act: GC-A stimulated cGMP production enhancers – HEK293 GC-A cells, cGMP TR-FRET, EC30 ANP, primary screen | Atrial natriuretic peptide receptor 1 (Homo sapiens), P16066 | 0% at EC30 ANP, 100% saturating ANP | activation, % at 10 µM | actives 0.14% (n = 370,000) | AID 1671463, 2021; in the data active means activation above about 40%
# Target sequence (P16066 whole entry, looked up): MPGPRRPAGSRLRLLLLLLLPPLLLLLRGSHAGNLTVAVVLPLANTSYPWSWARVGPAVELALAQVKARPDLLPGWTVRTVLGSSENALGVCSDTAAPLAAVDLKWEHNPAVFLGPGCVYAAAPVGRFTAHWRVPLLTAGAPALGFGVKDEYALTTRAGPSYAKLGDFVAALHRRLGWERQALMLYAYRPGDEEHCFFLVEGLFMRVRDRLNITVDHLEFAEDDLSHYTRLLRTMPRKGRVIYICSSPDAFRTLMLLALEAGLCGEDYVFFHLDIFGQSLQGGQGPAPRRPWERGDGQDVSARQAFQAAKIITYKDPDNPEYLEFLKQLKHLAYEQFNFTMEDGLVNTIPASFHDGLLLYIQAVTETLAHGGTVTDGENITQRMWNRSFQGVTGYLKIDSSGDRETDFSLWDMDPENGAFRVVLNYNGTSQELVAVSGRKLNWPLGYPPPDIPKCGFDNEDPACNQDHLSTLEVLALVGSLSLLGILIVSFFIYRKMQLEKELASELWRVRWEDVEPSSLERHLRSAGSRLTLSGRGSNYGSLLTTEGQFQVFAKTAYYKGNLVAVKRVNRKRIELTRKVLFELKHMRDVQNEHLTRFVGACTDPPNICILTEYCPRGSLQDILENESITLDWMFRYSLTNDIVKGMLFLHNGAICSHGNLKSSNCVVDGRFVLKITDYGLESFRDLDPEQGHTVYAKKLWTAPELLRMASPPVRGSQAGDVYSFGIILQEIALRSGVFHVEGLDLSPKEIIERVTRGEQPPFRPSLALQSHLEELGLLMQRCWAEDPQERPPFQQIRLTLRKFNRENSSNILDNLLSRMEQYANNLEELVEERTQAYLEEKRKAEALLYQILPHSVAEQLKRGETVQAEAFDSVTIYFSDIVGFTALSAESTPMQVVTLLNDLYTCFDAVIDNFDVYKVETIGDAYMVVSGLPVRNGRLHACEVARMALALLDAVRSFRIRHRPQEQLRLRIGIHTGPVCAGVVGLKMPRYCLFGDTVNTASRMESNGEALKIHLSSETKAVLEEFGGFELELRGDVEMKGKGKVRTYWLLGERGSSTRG
# NPR2 activator: human GC-B receptor activators, primary screen, HEK293 GC-B cells, cGMP TR-FRET, EC30 CNP | 0% at EC30 CNP, 100% saturating CNP | activation, % at 10 µM | actives 0.11% (n = 370,000);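 active means activation at 10 µM reaching about 35% in either raw or pattern-adjusted values, limit read from the data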
# FXN GAA850 act: FXN promoter activators, primary screen, cell-based, luciferase luminescence, HEK293 lucGAA850. actives 0.56% (n = 360,000). HEK293 lucGAA850 FXN promoter luciferase reporter, 24 h; percent of 10 µM SAHA response. activation, % at 6 µM;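 active means activation above the average of all compounds screened plus 3 SD, cutoff fixed separately per campaign, cut at about 7.5% in these data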;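 further: 0% = DMSO wells and 100% = 10 µM SAHA wells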
# ssDAF12 agonist: S. stercoralis DAF-12 nuclear receptor activators, primary screen, cell-based, luminescence, HEK293, GRIP1 co-expression, lit1-tk-luc | Nuclear hormone receptor DAF-12 (Strongyloides stercoralis) | HEK293 ssDAF-12/GRIP1 lit1-tk-luc reporter; % of 3 µM dafachronic acid response | activation, % at 6.8 µM | actives 1% (n = 370,000) | AID 652126, 2013;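 active means activation above the mean over all tested compounds plus 3 SD, cut at about 0.9% in these data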;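 further: 0% = DMSO-only wells and 100% = 3 µM delta7-dafachronic acid wells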
# hgDAF12 agonist: H. glycines DAF-12 receptor agonists, primary screen, cell-based, luminescence, HEK293, GAL4 fusion, UAS-luciferase; HEK293 GAL4-hgDAF12 UAS-luciferase reporter, agonist luminescence; normalized to butyrate control; activation, % at 6.8 µM; actives 1.8% (n = 370,000);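 active means activation above a cutoff set at the mean of all screened compounds plus 3 SD, cut at about 10% in these data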;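 further: 0% = DMSO wells and 100% = sodium butyrate wells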
# An asterisk follows results filed as active; · = not tested or not shown.
SMILES,hcDAF-12 act,ADAM10 inh,SMARCA2 act,DAX1 inh-1,HGIII-sPLA2 inh,DAX1 inh-2,GC-A act,NPR2 activator,FXN GAA850 act,ssDAF12 agonist,hgDAF12 agonist
NC(=O)Cn1c(S(=O)(=O)Cc2ccccc2)nc2ccccc21,-1.2,0,-2,1.2,1,-0.7,-2,4,-1.5,-1.1,0.4
ClC(Cl)(Cl)C1=NCc2nnn(Cc3ccccc3)c2N1,-2.6,-11,-1,·,17,0.6,3,1,·,-1.4,0.1
O=C(c1cccc(S(=O)(=O)NCCOc2ccccc2)c1)N1CCN(c2ncccn2)CC1,-2.4,-5,-4,-1.5,-11,-2.2,-7,5,-4.7,-1.1,-5.6
Cc1oc(-c2ccccc2)nc1C(=O)OCC(=O)NC(=O)NCC(C)C,-0.8,-1,-1,3.0,-3,-0.2,-6,0,1.3,-0.9,0.7
O=C(Nc1cccc(F)c1)c1ccc(CSc2ccccc2)o1,2.2,-1,0,1.5,0,1.1,2,-1,1.4,-0.8,3.1
Cc1ccc(CSc2nnc(C)c(=O)[nH]2)cc1,-1.0,4,0,-2.1,-4,-0.2,3,-2,-1.2,-0.7,-1.1
CCOC(=O)C1CCN(C(=O)COC(=O)c2c(C)c(CC)nc3ccccc23)CC1,-0.9,-5,-3,-0.5,-7,-2.6,2,1,-0.7,-1.9,1.7
CCSc1nnc(NC(=O)C2CC=CCC2C(=O)O)s1 (stereo not given),-0.9,-6,1,-0.4,8,-0.1,-8,1,-1.5,-0.7,-2.5
Cc1ccc2c(c1)N(C(=O)CCC(=O)N1CCC(C(N)=O)CC1)CCO2,0.9,-10,-3,-0.2,0,0.8,5,4,-2.2,1.3*,1.1
O=C(O)C[C@H]1c2ccccc2S(=O)(=O)N1C1CCCC1,-1.6,-6,1,1.7,4,-0.1,1,1,0.6,-1.1,2.1
O=C(CSc1nnc(-c2c[nH]c3ccccc23)o1)c1ccccc1,-0.5,4,4,0.7,-33,0.3,4,1,2.0,-0.8,-1.1
CC(C)(C)OC(=O)N[C@@H](Cc1ccccc1)C(=O)N1CCC(C(=O)N[C@@H](CCC(N)=O)C(=O)O)CC1,-1.7,-1,-1,-0.8,1,0.0,7,1,-0.8,-0.6,1.4
O=C(O)c1cnc(-c2ccccc2)nc1Oc1ccccc1,1.9,-2,1,0.0,0,0.2,3,6,-0.1,-1.2,2.8
NNC(=O)CS(=O)(=O)c1ccc(Cl)cc1,0.5,2,-2,-0.1,-28,-0.5,5,2,0.3,-0.7,0.3
CC(=O)Nc1c(C(=O)N2CCN(c3ccccn3)CC2)cnn1-c1ccc(C)cc1,-1.8,-13,-5,1.2,5,-0.1,-4,3,-0.8,-0.8,-1.3
COc1cccc(/C=N\NC(=O)c2sc(N)nc2C)c1OC,-0.1,-5,-2,0.6,3,-0.6,6,9,-0.4,-1.4,-0.9
CC(C)[C@H](CO)Nc1nc(Nc2ccc(Cl)c(C(=O)O)c2)c2ncn(C(C)C)c2n1,-0.8,-17,0,-0.2,7,0.5,0,-1,-2.3,-0.6,1.5
CCCN(CC1CC1)c1nc(C)nc(Nc2c(Cl)cc(Cl)cc2Cl)c1Cl,2.1,11,-4,-0.7,-2,0.5,-1,-3,1.0,-1.1,-1.5
CCC(C)(c1nnnn1-c1c(C)cccc1C)N(N=O)c1ccccc1Cl (stereo not given),-0.2,1,-6,-1.7,-4,-0.7,-5,-6,2.0,-1.1,-2.2
COc1ccc(NC(=O)CN(c2ccc(C)cc2)S(C)(=O)=O)c(OC)c1,-1.3,6,0,0.6,-9,-0.2,2,0,3.5,-0.6,2.6
OC(c1ccccc1)(c1ccccc1)c1cnc2ccccn12,-2.0,-3,·,·,-2,·,-6,-12,·,-1.3,-2.4
CCCCn1c(N)c(N(CC(C)C)C(=O)CSCc2c(C)noc2C)c(=O)[nH]c1=O,-1.3,-41,-1,-0.4,8,-0.1,3,6,2.2,-0.8,-0.6
COc1cc(NC(=O)CN2C(=O)NC3(CCOc4ccccc43)C2=O)cc(OC)c1 (stereo not given),2.2,-11,4,1.5,-10,1.4,1,5,2.6,0.6,4.2
COc1ccc(OCc2cc(C(=O)N3CCN(C4CCCC4)CC3)no2)c(Cl)c1,4.7,6,3,0.1,-29,2.6,1,-4,3.3,-0.9,10
CCOCCCNCc1ccc(OC)cc1,-1.0,1,3,0.5,-3,0.1,3,2,1.6,-1.7,1.1

# Complete entries, looked up by structure.
# OC(c1ccccc1)(c1ccccc1)c1cnc2ccccn12 reads hcDAF-12 act: -2.0; ADAM10 inh: -3; SMARCA2 act: ·; DAX1 inh-1: ·; HGIII-sPLA2 inh: -2; DAX1 inh-2: ·; GC-A act: -6; NPR2 activator: -12; FXN GAA850 act: ·; ssDAF12 agonist: -1.3; hgDAF12 agonist: -2.4
# CC(C)[C@H](CO)Nc1nc(Nc2ccc(Cl)c(C(=O)O)c2)c2ncn(C(C)C)c2n1 reads hcDAF-12 act: -0.8; ADAM10 inh: -17; SMARCA2 act: 0; DAX1 inh-1: -0.2; HGIII-sPLA2 inh: 7; DAX1 inh-2: 0.5; GC-A act: 0; NPR2 activator: -1; FXN GAA850 act: -2.3; ssDAF12 agonist: -0.6; hgDAF12 agonist: 1.5

# More entries follow:
SMILES,hcDAF-12 act,ADAM10 inh,SMARCA2 act,DAX1 inh-1,HGIII-sPLA2 inh,DAX1 inh-2,GC-A act,NPR2 activator,FXN GAA850 act,ssDAF12 agonist,hgDAF12 agonist
O=S(=O)(c1ccc(Cl)cc1)N1CCN(Cc2ccncc2)CC1,-2.2,-8,-3,0.9,-2,-0.3,2,2,1.4,-0.8,1.5
FC(F)(F)c1nnc(-c2ccccc2)nc1Sc1ccccc1,0.2,-4,0,-0.2,2,0.5,1,-1,-1.3,-1.4,-2.6
CCN1CCN(c2oc(-c3ccccc3)nc2S(=O)(=O)c2ccc(C)cc2)CC1,0.7,-3,-2,0.5,-4,2.4,-4,-5,1.1,-0.6,0.4
COc1cccc(/C=C/C(=O)Nc2ccc3nc4n(c(=O)c3c2)CCCC4)c1OC,-3.0,-9,-2,-3.4,3,-1.8,9,1,2.5,-2.0,-5.2
Cc1nnc(N/N=C/c2ccc(O)c([N+](=O)[O-])c2)[nH]c1=O,-0.5,0,3,1.2,3,-0.2,-10,-7,0.3,-1.0,0.3
CCOC(=O)c1sc(NC(=O)CSc2nc(-c3ccco3)cc(C(F)(F)F)n2)c(C#N)c1C,2.5,2,0,1.1,8,0.3,-2,4,-0.7,-1.6,0.9
CCS(=O)(=O)Nc1ccc2c(c1)N(C(C)=O)c1ccccc1CC2,-0.9,0,1,-0.3,-6,0.3,2,-6,-1.5,-1.1,-1.2
O=C(O)c1ccc(Cl)c(S(=O)(=O)Nc2cccc(C(=O)Nc3cccc(C(F)(F)F)c3)c2)c1,-0.3,3,-2,-0.1,-19,-0.5,-6,2,1.8,-0.8,-2.9
O=C(c1cc(COc2cccc3cnccc23)on1)N1CCC(c2ccccc2Cl)C1 (stereo not given),-0.8,-1,-2,-0.2,1,-1.2,-1,6,1.1,-0.6,4.5
COc1ccc(CNc2nc3nc(-c4ccccc4)cc(=O)n3[nH]2)cc1OC,-1.8,-5,-2,0.3,11,-0.2,5,0,-0.4,-0.4,-0.5
CCOC(=O)CN=C/C(C(=O)Nc1nccs1)=C(/C)O,1.6,-12,-3,0.3,11,0.8,6,2,-2.2,-1.3,1.6
N#Cc1nc(-c2ccccc2Cl)oc1N1CCN(C(=O)c2ccco2)CC1,-0.5,-14,-2,1.0,6,0.1,-1,-4,2.1,-0.3,-0.3
CCOc1ccc(CCNC(=O)Nc2ccccc2)cc1OCC,-1.6,4,1,-0.2,-2,-0.3,-5,-2,0.4,-1.2,-3.5
CNCc1c(OCc2ccccc2F)ccc2ccccc12,-1.3,1,-2,-0.5,-10,0.2,-25,-6,-6.5,-1.6,2.3
O=C(N/C(=C/c1ccccc1Cl)C(=O)N1CCCCC1)c1ccco1,0.2,-10,-1,-1.0,-3,-0.4,-4,0,0.0,0.5,1.0
Cc1c(Cc2ccccc2)sc(NC(=O)Cc2ccccc2)c1C(N)=O,-0.5,-16,-4,0.8,5,-0.9,6,14,3.6,-1.0,-1.9
COc1ccccc1-n1c(SCC(=O)N2CCCC2)nc2cccnc21,0.1,6,1,0.3,-2,-0.3,2,-3,0.1,-0.9,0.9
COc1ccc(-c2nnc(SCC(=O)NN=C(C)c3cccc4ccccc34)n2-c2ccccc2)cc1,-2.6,7,-3,·,-9,-2.0,-21,-13,·,-1.3,3.0
CNC(=O)C[C@H]1C(=O)N(c2ccc(OC)cc2)C[C@@H]1C,-0.8,-1,2,0.9,2,1.0,-11,-8,-0.6,-0.8,3.0
CN(c1ccccc1)P(=O)(N(C)c1ccccc1)N(C)c1ccccc1,0.2,12,-5,0.4,3,-0.2,-34,-15,-2.4,-1.3,0.1
Cn1c(=O)[nH]c(=O)c2c1nc(SCCN1CCOCC1)n2Cc1ccccc1,-1.9,-3,-3,-0.6,-1,-0.7,4,3,2.3,-1.4,-0.8
O=C(CN1C(=O)NC(Cc2ccccc2)C1=O)Nc1ccc(F)c(F)c1F (stereo not given),-0.7,-1,0,-0.1,8,-0.3,-2,4,-0.5,-0.2,-1.7
O=C(Cn1nc(-c2ccc(N3CCOCC3)c([N+](=O)[O-])c2)c2ccccc2c1=O)N1CCCCC1,-2.3,1,4,-0.9,-3,0.1,10,3,8.3*,-1.6,-4.4

# Filtered by structure, the entries above with a thiophene ring, fused or not.
SMILES,hcDAF-12 act,ADAM10 inh,SMARCA2 act,DAX1 inh-1,HGIII-sPLA2 inh,DAX1 inh-2,GC-A act,NPR2 activator,FXN GAA850 act,ssDAF12 agonist,hgDAF12 agonist
CCOC(=O)c1sc(NC(=O)CSc2nc(-c3ccco3)cc(C(F)(F)F)n2)c(C#N)c1C,2.5,2,0,1.1,8,0.3,-2,4,-0.7,-1.6,0.9
Cc1c(Cc2ccccc2)sc(NC(=O)Cc2ccccc2)c1C(N)=O,-0.5,-16,-4,0.8,5,-0.9,6,14,3.6,-1.0,-1.9

# Look-ups from the entries so far.
# Under FXN GAA850 act, Cn1c(=O)[nH]c(=O)c2c1nc(SCCN1CCOCC1)n2Cc1ccccc1 is entered as 2.3
# Under DAX1 inh-2, COc1cccc(/C=C/C(=O)Nc2ccc3nc4n(c(=O)c3c2)CCCC4)c1OC is entered as -1.8
# Under GC-A act, CNCc1c(OCc2ccccc2F)ccc2ccccc12 is entered as -25
# Under ssDAF12 agonist, FC(F)(F)c1nnc(-c2ccccc2)nc1Sc1ccccc1 is entered as -1.4
